Screening data as filed in PubChem BioAssay.
CXCR6 inh – blocks human CXCR6 beta-arrestin recruitment. 360,000 compounds, 0.36% hits. CHO-K1 PathHunter CXCR6 beta-arrestin, luminescence. inhibition, % at 20 µM. O00574; in the data active means inhibition above about 34%, passing the limit was not always enough;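 further: antagonist mode with CXCL16 agonist at 10 nM final; 0% = 10 nM CXCL16 with DMSO and 100% = unstimulated wells without agonist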
Target sequence (O00574 whole entry, looked up): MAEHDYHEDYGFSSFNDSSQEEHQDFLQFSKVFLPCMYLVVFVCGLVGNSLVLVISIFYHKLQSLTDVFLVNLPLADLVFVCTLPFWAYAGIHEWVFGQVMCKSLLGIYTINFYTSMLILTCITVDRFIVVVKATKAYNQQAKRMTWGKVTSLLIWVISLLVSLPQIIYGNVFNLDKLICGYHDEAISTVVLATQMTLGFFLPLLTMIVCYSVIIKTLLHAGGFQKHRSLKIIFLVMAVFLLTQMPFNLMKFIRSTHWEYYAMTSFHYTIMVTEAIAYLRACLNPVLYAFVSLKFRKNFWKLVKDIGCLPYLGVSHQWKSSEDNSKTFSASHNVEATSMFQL
697 NFkB inh – lowers PMA/ionomycin-induced NF-kB signal in 697 B cells. 697 B-cell NF-kB luciferase reporter, 16 h. inhibition, % at 4 µM. 330,000 compounds, 0.33% hits. AID 435022; in the data active means inhibition above about 35%
EBI2 block – blocks human EBI2 receptor beta-arrestin signaling. P32249. EBI2 beta-arrestin recruitment, luminescence, 7a,25-OHC stimulated. inhibition, % at 5 µM. 360,000 compounds, 0.81% hits; in the data active means inhibition above about 38%;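 further: enzyme fragment complementation signal reports receptor beta-arrestin coupling in cells; 0% = agonist plus DMSO wells and 100% = wells without agonist; some results beyond the cut were filed as inactive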
Target sequence (P32249 whole entry, looked up, the tested form may be a part): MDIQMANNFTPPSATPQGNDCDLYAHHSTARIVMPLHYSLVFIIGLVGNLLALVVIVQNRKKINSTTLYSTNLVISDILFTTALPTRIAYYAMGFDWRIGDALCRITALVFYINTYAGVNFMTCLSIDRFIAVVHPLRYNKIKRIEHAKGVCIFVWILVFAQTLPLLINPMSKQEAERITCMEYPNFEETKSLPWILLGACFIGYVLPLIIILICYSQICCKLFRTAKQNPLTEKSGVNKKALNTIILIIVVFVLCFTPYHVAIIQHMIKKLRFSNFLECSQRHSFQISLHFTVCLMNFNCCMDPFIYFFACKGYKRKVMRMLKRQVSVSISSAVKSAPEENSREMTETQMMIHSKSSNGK
Jurkat NFkB inh – lowers PMA/ionomycin-induced NF-kB signal in Jurkat cells; PMA/ionomycin-induced NF-kB luciferase reporter, luminescence; inhibition, % at 4 µM; 330,000 compounds, 0.53% hits; AID 435003; in the data active means inhibition above about 50%
CHOP UPR activ – apoptotic UPR (CHOP) activation; CHO-CHOP luciferase reporter, luminescence; percent of tunicamycin response over DMSO baseline; activation, % at 10 µM; 330,000 compounds, 0.34% hits; AID 449763;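 active means at 10 µM dose, activation of 40% or more, normalized to positive control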;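 further: 100% = tunicamycin at 10 µg/mL and 0% = DMSO alone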
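measured by = luciferase luminescence | assay system = CHO-CHOP cells, stable luciferase reporter of PERK-eIF2a-CHOP signalling | amount = 500 reporter cells seeded per well | timing = 6 h compound exposure at 37 °C after overnight seeding | controls = positive tunicamycin 10 µg/mL, negative DMSO alone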
Gli-Sufu antag – antagonists of Gli-Sufu signaling. Sufu-KO-LIGHT fibroblasts, Gli luciferase reporter luminescence. inhibition, % at 5 µM. 340,000 compounds, 0.74% hits;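 active means inhibition above about 55%, limit read from the data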;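 further: 0% = DMSO-treated cells and 100% = wells with medium but no cells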
XBP1 UPR activ – adaptive UPR (XBP1) activation | CHO-XBP1 luciferase reporter, IRE1-XBP1 UPR activation, luminescence; percent of tunicamycin response, DMSO as zero | activation, % at 20 µM | 330,000 compounds, 0.33% hits | AID 463104;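 active means versus positive control, 20 µM dose yields 30% or more activation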;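 further: 100% = tunicamycin at 10 µg/mL and 0% = DMSO only wells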
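Material: CHO-XBP1 cells stably carrying IRE1-XBP1-driven luciferase reporter / Amount: 1000 cells per well / Compound: 20 µM, 1% DMSO / Times: 6 h treatment, 37 °C / Detection: luciferase luminescence / Measure: % activation of reporter signal versus tunicamycin and DMSO controls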
Mdm2 MdmX PPI – disrupts the human Mdm2-MdmX interaction; O15151+Q00987; SaOS-2 split-luciferase Mdm2/MdmX complementation, luminescence; inhibition, % at 8 µM; 330,000 compounds, 3% hits; AID 485346;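 active means inhibition of at least 50% at 8 µM in the primary screen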
CCR6 antag – CCR6 (human) receptor antagonism. P51684. CHO-K1 CCR6 PathHunter beta-arrestin, luminescence, CCL20-stimulated. inhibition, % at 20 µM. 340,000 compounds, 0.49% hits;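 active means compounds whose inhibition of the agonist-driven luminescence signal at 20 µM reaches about 50%, limit read from the data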;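 further: cells stimulated with CCL20 at 14 nM final; plate controls were DMSO with CCL20 for no effect and DMSO without agonist for full effect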
Numbers without * were called inactive; . = no result given.

The opening 13 compounds (preview)
SMILES | CXCR6 inh | 697 NFkB inh | EBI2 block | Jurkat NFkB inh | CHOP UPR activ | Gli-Sufu antag | XBP1 UPR activ | Mdm2 MdmX PPI | CCR6 antag
C[N+]1(CC#CC(O)(c2ccccc2)c2ccccc2)CCCC1 | -1 | 12 | -6 | 0 | 0.5 | -7 | -1 | 5 | 8
COc1ccc(OCC(=O)Nc2ccc(S(=O)(=O)Nc3cc(C)on3)cc2)cc1 | -13 | 1 | -2 | 7 | -0.1 | 8 | 1 | 19 | 3
O=[N+]([O-])c1cc2c(cc1/C=N/n1c(-c3ccccn3)n[nH]c1=S)OCO2 | 2 | . | -1 | . | . | 4 | . | . | 2
Cc1cc(C)c2sc(N(CCCN(C)C)C(=O)c3ccc(S(=O)(=O)N(C)Cc4ccccc4)cc3)nc2c1 | 6 | -12 | 7 | 8 | 7.2 | 27 | 22 | 93* | 21
Cc1ccc(C(=O)O)cc1NC(=S)NC(=O)c1ccc([N+](=O)[O-])c(C)c1 | 30 | 14 | 17 | -7 | -0.5 | 3 | -2 | 17 | 41
CCC(C)c1ccc(NC(=S)Nc2ccc(OC)cc2C)cc1 (stereo not drawn) | 0 | -1 | 15 | 9 | 2.5 | -1 | 1 | 7 | 5
O=C(CSc1nnnn1C1CC1)N1CCN(Cc2ccccc2F)CC1 | 3 | 4 | -11 | -3 | -1.2 | 2 | -1 | 7 | -2
O=C(CN1C(=O)NC2(CCCCCC2)C1=O)NCCc1ccc(F)cc1 | -3 | 2 | -12 | 2 | -1.4 | -5 | -3 | 1 | 14
O=[N+]([O-])c1ccc(N2CCN(c3ccc(Cl)nn3)CC2)c(Cl)c1 | -1 | -6 | 1 | 0 | 1.4 | 14 | 6 | 6 | 10
COc1ccc(Br)cc1/C=N/NC(=O)CN1CCCCC1 | -10 | 7 | -7 | 2 | 0.3 | 1 | -5 | -6 | 6
CCN(CC(=O)Nc1ccc(NC(C)=O)cc1)C(=O)/C=C/c1c(C)nn(-c2ccc(F)cc2)c1C | 0 | 4 | 11 | 0 | -1.2 | 7 | -3 | 13 | 3
CCOC(=O)C1=C(C)NC2=C(C(=O)CC(C)(C)C2)C1c1ccc(N(C)C)cc1 (stereo not drawn) | 8 | -1 | -6 | -3 | -0.5 | -8 | 0 | -24 | -5
CCOc1ccc(N(CC(=O)Nc2cc(C)cc(C)c2)S(C)(=O)=O)cc1 | 1 | -44 | 7 | -28 | 6.5 | -27 | 4 | -10 | 14

All compounds of this part (from the top)
SMILES | CXCR6 inh | 697 NFkB inh | EBI2 block | Jurkat NFkB inh | CHOP UPR activ | Gli-Sufu antag | XBP1 UPR activ | Mdm2 MdmX PPI | CCR6 antag
C[N+]1(CC#CC(O)(c2ccccc2)c2ccccc2)CCCC1 | -1 | 12 | -6 | 0 | 0.5 | -7 | -1 | 5 | 8
COc1ccc(OCC(=O)Nc2ccc(S(=O)(=O)Nc3cc(C)on3)cc2)cc1 | -13 | 1 | -2 | 7 | -0.1 | 8 | 1 | 19 | 3
O=[N+]([O-])c1cc2c(cc1/C=N/n1c(-c3ccccn3)n[nH]c1=S)OCO2 | 2 | . | -1 | . | . | 4 | . | . | 2
Cc1cc(C)c2sc(N(CCCN(C)C)C(=O)c3ccc(S(=O)(=O)N(C)Cc4ccccc4)cc3)nc2c1 | 6 | -12 | 7 | 8 | 7.2 | 27 | 22 | 93* | 21
Cc1ccc(C(=O)O)cc1NC(=S)NC(=O)c1ccc([N+](=O)[O-])c(C)c1 | 30 | 14 | 17 | -7 | -0.5 | 3 | -2 | 17 | 41
CCC(C)c1ccc(NC(=S)Nc2ccc(OC)cc2C)cc1 (stereo not drawn) | 0 | -1 | 15 | 9 | 2.5 | -1 | 1 | 7 | 5
O=C(CSc1nnnn1C1CC1)N1CCN(Cc2ccccc2F)CC1 | 3 | 4 | -11 | -3 | -1.2 | 2 | -1 | 7 | -2
O=C(CN1C(=O)NC2(CCCCCC2)C1=O)NCCc1ccc(F)cc1 | -3 | 2 | -12 | 2 | -1.4 | -5 | -3 | 1 | 14
O=[N+]([O-])c1ccc(N2CCN(c3ccc(Cl)nn3)CC2)c(Cl)c1 | -1 | -6 | 1 | 0 | 1.4 | 14 | 6 | 6 | 10
COc1ccc(Br)cc1/C=N/NC(=O)CN1CCCCC1 | -10 | 7 | -7 | 2 | 0.3 | 1 | -5 | -6 | 6
CCN(CC(=O)Nc1ccc(NC(C)=O)cc1)C(=O)/C=C/c1c(C)nn(-c2ccc(F)cc2)c1C | 0 | 4 | 11 | 0 | -1.2 | 7 | -3 | 13 | 3
CCOC(=O)C1=C(C)NC2=C(C(=O)CC(C)(C)C2)C1c1ccc(N(C)C)cc1 (stereo not drawn) | 8 | -1 | -6 | -3 | -0.5 | -8 | 0 | -24 | -5
CCOc1ccc(N(CC(=O)Nc2cc(C)cc(C)c2)S(C)(=O)=O)cc1 | 1 | -44 | 7 | -28 | 6.5 | -27 | 4 | -10 | 14
CC(=O)Nc1ccc(/C=N/Nc2nc3ccccc3[nH]2)cc1 | -2 | -24 | -7 | -38 | 0.5 | -31 | 6 | -27 | -4
Cc1ccc(NC(=O)CC(=O)c2ccc([N+](=O)[O-])cc2)cc1S(=O)(=O)Nc1cccc(Cl)c1 | 22 | -24 | 11 | -17 | -0.3 | -4 | -1 | 0 | 18
O=C(Nc1cccc(C(=O)NC2CC2)c1)c1ccc(Cl)c(S(=O)(=O)N2CCOCC2)c1 | 8 | -5 | 1 | -2 | -2.3 | -6 | 0 | 13 | 3
CN1CCN(C(=S)c2ccc(-c3cccc(Cl)c3Cl)o2)CC1 | -1 | -40 | 8 | -27 | 2.4 | -63 | 5 | -74 | 13
O=C(Cc1ncc(C(F)(F)F)cc1Cl)Nc1cccc(Br)c1 | 11 | 0 | -11 | 3 | -2.4 | 13 | 0 | 18 | 10
COC(=O)c1cccc(NC(=O)CSc2nnc(COc3cccc(C)c3)n2C)c1 | -1 | 12 | 8 | -18 | 0.0 | 11 | -4 | 20 | 6
O=C(NCCO)c1nc(C(=O)c2ccc(Cl)cc2)c2ccccc2n1 | -5 | 1 | -17 | -13 | 1.6 | -6 | 1 | 1 | 2
O=C(c1ccc(F)cc1)N1CCCCC(S(=O)(=O)c2ccccc2)C1=O (stereo not drawn) | 3 | 11 | -6 | -3 | 0.4 | 21 | -2 | 14 | -8
NC(=O)CC(NC(=O)c1ccccc1)c1ccc(N2CCCCCC2)c([N+](=O)[O-])c1 (stereo not drawn) | 5 | -15 | -6 | 14 | -1.9 | 56* | 0 | -5 | 15
COc1ccc(-c2csc(NC(=O)CCn3cnc4ccccc4c3=O)n2)cc1OC | -5 | 29 | 0 | -25 | 0.8 | 8 | 9 | 58* | -8
Cc1cc(C)c(S(=O)(=O)N2CCCOC2CNC(=O)C(=O)NCc2cccs2)c(C)c1 (stereo not drawn) | -5 | -27 | -9 | 9 | -0.4 | 0 | -1 | 4 | 2
O=[N+]([O-])c1ccccc1/C=N\N1CCN(c2ccccc2)CC1 | -9 | -6 | 6 | -29 | 3.8 | -28 | 4 | -15 | 7
CC(C)(C)CC(=O)Nc1cc(S(=O)(=O)N2CCCCCC2)ccc1Cl | -3 | 11 | -4 | 11 | 1.3 | 60* | -1 | 25 | 19
COc1cc(C(=O)OC(C)C(=O)N2CCCC2)cc2c1OCCO2 (stereo not drawn) | -1 | 0 | 0 | 15 | -0.9 | -1 | 1 | -27 | 12
COc1ccc(NC(=S)NC(=O)/C=C/c2ccc(F)cc2)cc1 | -6 | 11 | -4 | 0 | -0.6 | 4 | 0 | 13 | -3
Cc1cc(NC(=O)CCC(=O)N(CCC(C)C)C(C(=O)NCC2CCCO2)c2ccccc2C)no1 (stereo not drawn) | 8 | 3 | 5 | 16 | 0.4 | 6 | 0 | 6 | -2
CC(C)(C)c1ccc(OC(=O)N2CCOCC2)cc1 | 0 | -89 | 8 | -70 | 6.0 | -25 | -6 | -47 | -1
O=C(c1ccc2c(c1)N(Cc1ccccc1)C(=O)CS2)N1CCOCC1 | -3 | 2 | -4 | -6 | -0.4 | 3 | -1 | 7 | 5
CCOC(=O)C1=C(CS(=O)(=O)c2ccc(C)cc2)NC(=O)NC1c1ccc(O)c(OC)c1 (stereo not drawn) | -11 | -8 | -7 | -4 | 2.5 | -3 | -2 | 2 | 4
Cc1ccc(S(=O)(=O)N2CCN(C(=O)CN3CCc4ccccc4C3)CC2)cc1 | 11 | 6 | 11 | -1 | -1.2 | 10 | -1 | 12 | 4
O=C(N/N=C/c1cccc([N+](=O)[O-])c1)c1ccc2c(c1)OCCO2 | 0 | -68 | 6 | -49 | 4.7 | -84 | 0 | -58 | 14
COc1ccc(NC(=O)Cn2c(NCC(C)O)nc3ccccc32)cc1Cl (stereo not drawn) | -4 | -18 | -10 | -7 | -0.1 | -2 | 0 | 13 | 3
CC(=O)c1ccccc1NC(=O)CCCNC(=O)c1ccc(Cl)cc1 | 6 | -1 | -10 | -15 | -0.3 | -14 | -2 | 9 | 11
Cc1ccc(C)c(OCc2cc(C(=O)N3CC[C@H](O)C3)no2)c1 | -5 | -95 | 0 | -79 | 8.2 | -29 | -2 | -85 | -1
COc1cc(Nc2ccc(S(N)(=O)=O)cc2)c([N+](=O)[O-])nc1[N+](=O)[O-] | -23 | -4 | -10 | 4 | 1.1 | -15 | -3 | -11 | 1
CN(C)CCNC(=O)COc1ccc(C23CC4CC(CC(C4)C2)C3)cc1 | -14 | 6 | 4 | -5 | 6.1 | 6 | 5 | 66* | 12
c1ccc(N2CCN(CCc3nnc4n3CCCCC4)CC2)cc1 | -8 | 13 | -6 | 9 | -0.9 | 3 | -3 | -21 | -6
CCc1nonc1NC(=O)c1oc2cc(Br)ccc2c1C | -3 | -5 | -6 | -13 | 1.0 | -4 | -2 | -4 | 22
Cc1noc(C)c1NC(=O)N(C)C[C@H]1Oc2ccc(NC(=O)CCC(F)(F)F)cc2C(=O)N([C@H](C)CO)C[C@@H]1C | 0 | 8 | -4 | 11 | 1.7 | -12 | -2 | -1 | 8
CCOc1ccc(Cl)cc1S(=O)(=O)NC1CCCC1 | 0 | -8 | -3 | -16 | -0.3 | -18 | -1 | -3 | 6
COC(=O)c1ccccc1NC(=O)CSc1nc(C)cc(C)n1 | 2 | -3 | 3 | 13 | 0.7 | 4 | 0 | 23 | 2
O=[N+]([O-])c1cccc(/C=N/n2c(C3CCCCC3)n[nH]c2=S)c1 | 3 | -30 | -4 | -3 | -1.3 | 3 | 0 | -2 | 7
CCN(CC)CCNc1c2c(c(C#N)c3nc4ccccc4n13)CCCC2 | 5 | -8 | -20 | -1 | -0.4 | 27 | 1 | 42 | 23
O=C(CN1C(=O)NC2(CCc3ccccc32)C1=O)c1ccccc1 (stereo not drawn) | -2 | 8 | -3 | 7 | -2.0 | -4 | -2 | 1 | -11
N/C(Cc1ccccc1)=N\OC(=O)c1cccc2ccccc12 | -26 | -18 | 15 | -9 | 2.3 | -1 | 12 | 98* | 6
CC(C)(C)c1ccc(C(=O)O)c(C(=O)c2ccc(C(=O)O)cc2)c1 | -3 | 5 | -6 | -5 | -0.5 | -3 | -3 | 9 | 2
